p53ts 32C tox = qHTS Screen for Compounds that Selectively Target Cancer Cells with p53 Mutations: Cytotoxicity of p53ts Cells at the Permissive Temperature; H1299-p53A138V at 32C, ATP luminescence viability, 24 h; Potency, µM (highest dose often 46.1 µM), inactives show at the highest dose activity change, negative = cytotoxicity, actives largely listed as cytotoxic; 0.93% of 130,000 active;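 further: 0% = DMSO and -100% = full killing by reference compound; nearly all actives have a fitted effect of over 55% in size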
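Cells: H1299 p53ts (A138V), 600/well, pre-incubated 16–30 h at 37C. Cpd up to 46 uM, 24 h, 32C. Readout: ATPlite luminescence, 20 min RT. Normalization: DMSO vs tamoxifen 100 uM. AC50 by Hill equation.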
IkB signaling = IkB Signaling. ABC-DLBCL IkBa-CBG/CBR dual luciferase ratio, 4 h; response scale: scaled: untreated 0%, proteasome inhibitor 100%. Potency, µM (doses to about 57.1 µM), for the others: at the highest dose IkBa stabilization activation. 0.04% of 110,000 active; active means well fitted curve in the direction sought with a large enough effect in the signal ratio, not every such curve was filed as active; inconclusive means small, poorly fitted or top-dose-only effect, or a change in a side signal; the % refers to the signal ratio;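 further: the direction sought is a rising ratio; 0% = basal untreated cells and 100% = reference inhibitor full response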
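In this assay, an IκBα–CBG68 fusion accumulates when IKK-driven degradation is blocked; native CBR normalizes for cell number. OCI-Ly3 cells were treated 4 h with compound and doxycycline, then green and red light read after Chroma-Glo addition.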
p53ts 39C tox = qHTS Screen for Compounds that Selectively Target Cancer Cells with p53 Mutations: Cytotoxicity of p53ts Cells at the Nonpermissive Temperature. H1299-p53A138V viability at 39C, ATP luminescence, 24 h. Potency, µM (top dose mostly 46.1 µM), without a hit: at the top dose activity change, negative = cell killing, actives largely listed as cytotoxic. 1.5% of 130,000 active. AID 902, 2007; further: nearly all actives have a fitted effect of over 55% in size
Peg3 imprint = qHTS Assay for Compounds that Induce Erasure of Genomic Imprints; mouse ES Peg3-LacZ reporter, beta-gal luminescence, 40 h; 0.02% of 110,000 active; Potency, µM (titrated, usually from 60.7 µM), inactives show top-dose activity change, positive = activation, most hits filed as activators;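 further: 0% = negative control wells on the plate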
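Gelatin-coated wells received 300 freshly trypsinized female ES cells with a Peg3LacZ-Neo reporter on the maternal allele, then incubated 40 hours at 37C. BetaGlo was added for 5 minutes at room temperature before a single luminescence read.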
Active calls of the source: *; u = inconclusive; x = not tested or not shown; & = joins results of further samples; [ ] = dose if it differs, or a comment. Unless noted, the call rests on the fitted dose curve; in most records, active means well fitted curve in the direction sought with a large enough effect; inconclusive means small, poorly fitted or top-dose-only effect, or another doubt; inactive means no such curve, though single readings can be large; an effect the other way counts as inactive or inconclusive. Unless noted, on the % scale 0 is the no-effect control and ±100 the full control effect; potency means the concentration at half of the fitted maximal effect.

SMILES	p53ts 32C tox	IkB signaling	p53ts 39C tox	Peg3 imprint
COC(=O)c1ccccc1NC(=O)CC(NCc1ccccc1)C(=O)O (stereo not drawn)	-1%	0.4%	-1%	9%
COc1ccc([C@@H](C)c2cc3c(cc2O)OCO3)cc1	6%[9.22 µM]	0.5%[11.4 µM]	8%[9.22 µM]	-9%[10.9 µM]
CCOC(=O)c1ccc(NC(=O)CSc2nnc(-c3ccncc3)n2C)cc1	-17%	u	-16%	-21%
O=C(NCc1ccco1)C1CCN(C(=O)c2cc3sccc3n2Cc2ccc(F)cc2)CC1	7%	u	-9%	-22%
Cc1nn(S(=O)(=O)N(C)C)c(C)c1CN1C(=O)c2ccccc2C1=O	-4%	3.1%	15%	0%
CCC(C)n1c(SCC(=O)NC(=O)Nc2ccc3c(c2)OCCO3)nc2ccccc2c1=O (stereo not drawn)	25%	1.3%	-6%	-23%
N#CCCn1c(Cl)nc2ccccc21	1%	-1.8%	8%	-4%
Cc1ccnc(NS(=O)(=O)c2ccc(N)cc2)n1	-4%	0.8%[25.6 µM]	4%	-11%
COc1ccc(-c2cc(NCCc3ccncc3)n3ncnc3n2)cc1	-4%	-1.2%	-24%	u
COc1ccc(OCCSc2nnc(-c3ccoc3C)n2C)cc1	-1%	0.5%	-11%	-19%
C[C@]1(C(=O)NCCc2c[nH]c3ccccc23)C=C[C@@H](Cc2ccccc2)N1C(=O)c1ccccc1	18%	x	2%	-21%
COc1ccc(Cl)cc1NC(=O)c1c(NCc2ccc(C)o2)sc2c1CCCC2	20%	u	7%	-2%[10.9 µM]
CN(C)CCCN=C(N)N	1%[9.22 µM]	0.8%[11.4 µM]	8%[9.22 µM]	-10%[10.9 µM]
O=C(CCCn1c(=S)[nH]c2cc3c(cc2c1=O)OCO3)N1CCN(c2ccccc2)CC1	5%	u	7%	-1%
Cc1cccc(NC(=O)c2oc3ccccc3c2NC(=O)c2cc(=O)c3ccc(C)cc3o2)c1	-1%	-2.3%	7%	15%[10.9 µM]
O=C1CC(Cc2ccccc2)C(=O)N1CCCn1ccnc1 (stereo not drawn)	-2%	0.5%	9%	-6%
CC(=O)Nc1ccc(C(=O)N2CCN(C(=O)c3ccco3)CC2)cc1	8%	10%	8%	7%
COc1ccc2c(c1)OCC(Cc1ccc(OC)c(OC)c1)C2=O (stereo not drawn)	10%	x	-21%	-19%
COc1cc(OC)c2c(C)c(Cl)c(=O)oc2c1	28%	-1.0%	2%	15%
Cc1ccc(NC(=O)CSc2nnc3[nH]c(=O)cc(C)n23)cc1Cl	0%	-4.2%	-16%	3%[10.9 µM]
O=C(OCc1ccccc1Cl)c1ccc(-c2nnn(Cc3ccc(F)cc3)n2)cc1	6%	-3.6%	11%	15%[10.9 µM]
Cc1cc(Nc2cccc(O)c2)c2cccc(Br)c2n1	0%	u	14%	-8%[10.9 µM]
Cc1cc(=O)n(Cc2cccc(Cl)c2)c2c1c(C)nn2-c1ccccc1	0%	-1.2%	-10%	3%[10.9 µM]
CCCCN1CCc2nc(N3CCN(c4ncccn4)CC3)ncc2C1	-9%	-1.5%	u	-13%[10.9 µM]
COC(=O)[C@@]1(Cc2ccc(F)cc2)[C@H]2c3cc(C(=O)N4CCCC4)n(CCc4c[nH]c5cc(F)ccc45)c3C[C@H]2CN1C(=O)c1ccccc1	11%	x	1%	-7%

Further results:
SMILES	p53ts 32C tox	IkB signaling	p53ts 39C tox	Peg3 imprint
CC(=O)OCC1OC(C#Cc2ccc(Cl)cc2)C=CC1OC(C)=O (stereo not drawn)	2%&6%[9.22 µM]	x	2%&4%[9.22 µM]	x
CCOC(=O)N1CCN(c2nc(-c3ccc(F)cc3)cs2)CC1	-22%	-4.8%	-14%	-12%
CCN(CC)C(=O)Cn1nnc(-c2ccc(C)o2)n1	0%	-0.4%	4%	-8%
C=C(C)Cn1c(SCC(=O)c2ccccc2)nc2sc3c(c2c1=O)CCCC3	u	1.6%	0%	-18%[10.9 µM]
Cc1ccc(/C(O)=C2\C(=O)C(=O)N(c3cc(C)on3)C2c2cccc(Br)c2)cc1 (stereo not drawn)	-7%	-0.3%	1%	4%
CCCC12CN(C(=O)c3ccc(OC)cc3)CC(C)(CN(C(=O)c3ccc(OC)cc3)C1)C2=O	0%	0.6%	18%	2%
COc1cc2c(cc1OC)C(C(=O)NCc1ccco1)C(c1cccs1)N(C)C2=O (stereo not drawn)	7%	0.8%	-3%	-3%
COc1cc(N2C(=O)NC3CC2(C)Oc2ccc(Br)cc23)cc(OC)c1OC (stereo not drawn)	-14%	0.0%	7%	0%
COc1ccc(CCNC(=O)c2c(O)nc3cc(C)ccn3c2=O)cc1OC	-1%	0.7%	1%	-6%[10.9 µM]
COc1ccccc1N1CCN(C(c2ccccc2)c2nnc(-c3ccccc3Cl)o2)CC1 (stereo not drawn)	6%	u	-10%	-13%[10.9 µM]
CC(C)N(Cc1nc(-c2ccccc2)no1)C(=O)CSc1ccccc1	3%	9.9%	4%	-23%
O=C(COc1ccc(Cl)cc1)Nc1ccc(O)c(-c2nc3ccccc3s2)c1	4%	u	-19%	10%[10.9 µM]
COc1ccc(OCCC(=O)Nc2cc(C)on2)cc1	-1%	1.0%	7%	-7%
Cc1cc(C)c(NC(=O)CN2C(=O)CCn3nc(-c4cccn4C)cc32)c(C)c1	-4%	-0.3%	-21%	-3%[10.9 µM]
CCOc1ccc(-c2cc(CCCC(=O)NCCc3ccc(Cl)cc3)no2)cc1	6%	u	5%	-8%[10.9 µM]
Cc1cccc(C)c1NC(=O)CS(=O)(=O)c1nc(-c2ccc(Cl)cc2)cn1-c1ccccc1	5%	u	7%	-2%[10.9 µM]
COc1ccccc1Oc1c(C)oc2c(CN3CCN(C)CC3)c(O)ccc2c1=O	5%	-0.4%	-1%	0%
COc1cccc(CNC(=O)Cn2c(=O)oc3cc(S(=O)(=O)N4CCC(C)CC4)ccc32)c1	-2%	u	-12%	-18%[10.9 µM]
CC(=O)c1ccc(N2CCN(c3ccc(NC(=O)c4ccc(F)cc4)cc3C(=O)O)CC2)cc1	9%	-0.4%	1%	-4%[10.9 µM]
Cc1ccccc1Nc1nc(CSc2nnc(-c3ccoc3C)n2C)cs1	-7%	2.3%	-9%	-12%
O=C(CC1Sc2ccc(C(F)(F)F)cc2NC1=O)Nc1ccc(Cl)c(C(F)(F)F)c1 (stereo not drawn)	u	8.6%	u	20%[10.9 µM]
O=S(=O)(c1cccc(-c2cn3cccnc3n2)c1)N1CCCCCC1	-16%	2.3%	1%	-32%[inhibitor]
COC(=O)c1ccc(CSc2nc3c(cnn3-c3ccc(C)c(C)c3)c(=O)[nH]2)o1	-2%	-1.6%	-7%	-10%
COc1ccc2[nH]cc(CCNc3ncncc3-c3ccccc3CN(C)C)c2c1	-7%	-1.1%[11.4 µM]	-3%	-17%
COc1ccc(-c2coc3c(CN4CCCCC4)c(O)c(CN4CCCCC4)c(O)c3c2=O)cc1	-14%	1.0%	u	-29%

Additional results follow.
SMILES	p53ts 32C tox	IkB signaling	p53ts 39C tox	Peg3 imprint
CCc1cc(-c2n[nH]c(C)c2-c2nc3ccccc3n2C)c(O)c(CN2CCN(C)CC2)c1O	-2%	0.4%	-3%	-19%
Cc1ccc(CNc2c(C)c(C)nc3nncn23)cc1	-5%	u	u	-20%[10.9 µM]
CCOC(=O)c1ccccc1NC(=O)N1CCN2CCCCC2C1 (stereo not drawn)	-4%	-0.4%	10%	4%[10.9 µM]
Nc1c2c(nc3ccccc13)CCCC2	-18%	-0.4%	-14%	-15%
COc1cccc(CNS(=O)(=O)c2cc(Br)cc3c2N(C(C)=O)C(C)C3)c1 (stereo not drawn)	-1%	u	12%	13%[10.9 µM]
O=C(Nc1ccc(Cl)c(C(F)(F)F)c1)C1CCN(S(=O)(=O)c2cccc3nonc23)CC1	-1%	3.5%	u	-10%[10.9 µM]
CCc1nc2nc(C)c(NS(=O)(=O)c3ccc(C(C)(C)C)cc3)c(=O)n2[nH]1	-1%	0.9%	12%	-10%[10.9 µM]
CCC(=O)Nc1ccc2c(c1)nc(CCN1CCN(C)CC1)n2C	-18%	3.3%	5%	-4%
CCCCn1nc(NC(=O)c2cccc(Cl)c2)c2cc3ccc(C)cc3nc21	-6%	-1.6%	u	-6%[10.9 µM]
O=C(O)[C@H](CCc1ccccn1)c1ccccc1	-5%[9.22 µM]	-0.7%[11.4 µM]	-1%[9.22 µM]	-6%[10.9 µM]
CCn1c(=O)n(CC(=O)NC2CCCC(C)C2C)c(=O)c2ccccc21 (stereo not drawn)	-20%	u	10%	-6%
O=C(NCc1ccco1)C(c1ccco1)N(CCc1ccccc1)C(=O)Cn1nnc2ccccc21 (stereo not drawn)	21%	u	-15%	-11%
CCOC(=O)C(C)NC(=O)c1cc2c(=O)[nH]c3ccc(C)cc3c2s1 (stereo not drawn)	0%	-0.6%	u	-9%[10.9 µM]
O=C(CN1C(=O)NC2(CCCC2)C1=O)N1CCN(C(=O)c2ccco2)CC1	-3%	-0.4%	-11%	-2%
COc1cccc(NC(=O)CCNS(=O)(=O)c2ccc(Br)s2)c1	4%	u	-8%	-6%[10.9 µM]
CCCN1C(=O)c2oc3cc(C)cc(C)c3c(=O)c2C1c1ccc(F)cc1 (stereo not drawn)	10%	0.5%	-7%	-14%[10.9 µM]
Cc1nc2ccc(S(=O)(=O)NC(CC(C)C)C(=O)N3CCN(c4ccc(F)cc4)CC3)cc2s1 (stereo not drawn)	13%	u	-13%	29%[10.9 µM]
COc1ccc(-n2ncc3c(SCC(=O)N4CCN(c5ccccc5OC)CC4)ncnc32)cc1	5%	x	12%	x
COc1ccc(Cl)cc1-c1n[nH]c(=S)o1	-8%	0.4%	-10%	-17%
COC(=O)c1cc2sc(Cl)cc2n1Cc1nc(-c2ccc(OC)cc2)oc1C	-2%	-2.3%	u	16%[10.9 µM]
CCOc1ccc(NC(=O)Cn2nnc(-c3ccccc3NC(=O)CC)n2)cc1	4%	0.0%	-3%	-11%
Cc1nnc(NC(=O)CCCCCN2C(=O)C3C4C=CC(C4)C3C2=O)s1 (stereo not drawn)	-3%	5.1%	-9%	-9%
CCOc1ccc(CCNC(=O)CCCc2nnc3n(CC(C)C)c(=O)c4sccc4n23)cc1	11%	u	-6%	-14%[10.9 µM]
O=C(c1ccc(Br)o1)N1CCN(c2ccc3nnc(-c4ccccc4)n3n2)CC1	13µM*	u	-5%	-39%[inhibitor]
Cc1ccsc1C(=O)NNC(=O)C1CCCCC1C(=O)O (stereo not drawn)	3%	x	1%	x

In the list so far, 2 contain a CF3 group.
SMILES	p53ts 32C tox	IkB signaling	p53ts 39C tox	Peg3 imprint
O=C(CC1Sc2ccc(C(F)(F)F)cc2NC1=O)Nc1ccc(Cl)c(C(F)(F)F)c1 (stereo not drawn)	u	8.6%	u	20%[10.9 µM]
O=C(Nc1ccc(Cl)c(C(F)(F)F)c1)C1CCN(S(=O)(=O)c2cccc3nonc23)CC1	-1%	3.5%	u	-10%[10.9 µM]

The main list resumes, starting 4 compounds before the break.
SMILES	p53ts 32C tox	IkB signaling	p53ts 39C tox	Peg3 imprint
Cc1nnc(NC(=O)CCCCCN2C(=O)C3C4C=CC(C4)C3C2=O)s1 (stereo not drawn)	-3%	5.1%	-9%	-9%
CCOc1ccc(CCNC(=O)CCCc2nnc3n(CC(C)C)c(=O)c4sccc4n23)cc1	11%	u	-6%	-14%[10.9 µM]
O=C(c1ccc(Br)o1)N1CCN(c2ccc3nnc(-c4ccccc4)n3n2)CC1	13µM*	u	-5%	-39%[inhibitor]
Cc1ccsc1C(=O)NNC(=O)C1CCCCC1C(=O)O (stereo not drawn)	3%	x	1%	x
Cc1c(-c2ccccc2)oc2nc3c(c(=O)n(C)c(=O)n3C)n12	-2%	-1.0%	2%	0%
O=S(=O)(c1ccccc1)N1CCC2(CCCN(Cc3cc(C(F)(F)F)cc(C(F)(F)F)c3)C2)CC1	-8%	2.6%[11.4 µM]	9%	x
Cc1cc2oc(=O)cc(CN3CCN(Cc4ccc5c(c4)OCO5)CC3)c2cc1C	1%	1.7%	8%	-16%
CSc1nc(C)cc(-n2ccc(=O)[nH]c2=O)n1	-5%	0.1%	-2%	-5%
COC(=O)c1sc2cccc(F)c2c1S(=O)(=O)N1CCN(c2ccc(C)cc2C)CC1	6%	-0.3%	-25%	-14%[10.9 µM]
COc1ccc(Cc2nn3c(-c4ccccc4OC)nnc3s2)cc1	-11%	u	-16%	-22%
